NS3h inh CB: blocks HCV NS3 helicase binding to DNA | 1.6% of 16,000 active | AID 687043 | inhibition, % at 100 µM | NS3h Cy5-dT15 DNA binding, fluorescence polarization;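 active = inhibition above the average over every tested compound plus 3 SD, cut at about 40% in these data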
Cy5 interf NS3h: Cy5 fluorescence interference, HCV helicase counter-screen. AID 720488. 6% of 16,000 active. Cy5-dT15 DNA with NS3h; actives lie on both sides; signal over control mean, under 1 quenches. fluorescence interference ratio at 100 µM;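 active = compound fluorescence over control fluorescence at most 0.8, a quencher, or at least a set upper limit, an enhancer; inactive = ratio between 0.8 and the set upper limit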
Active calls of the source: *.

1. O=C(Nc1cccc(Cl)c1)Nc1nnc(Cc2ccc(Cl)cc2Cl)s1
  NS3h inh CB: -2	Cy5 interf NS3h: 1.1
2. C=CCOc1ccccc1C=C1C(=O)NC(=O)NC1=O
  NS3h inh CB: 35	Cy5 interf NS3h: 1
3. Cc1cc(C(=O)Nc2ccc(C(=O)O)cc2)c(-c2ccccc2)o1
  NS3h inh CB: 5	Cy5 interf NS3h: 1
4. CCN(CC)c1ccc(C(=O)Nc2cccc(F)c2)cc1
  NS3h inh CB: 10	Cy5 interf NS3h: 0.97
5. O=C(Nc1ccc2nn(-c3ccccc3)nc2c1)c1ccc(I)cc1
  NS3h inh CB: 5	Cy5 interf NS3h: 1
6. O=C(c1ccc(S(=O)(=O)N2CCOCC2)cc1)N1CCN(c2ccccc2)CC1
  NS3h inh CB: 7	Cy5 interf NS3h: 0.91
7. CCOC(=O)C1=C(C)OC(N)=C(C#N)C1c1c(C)c(C)cc(C)c1C (stereo not given)
  NS3h inh CB: 13	Cy5 interf NS3h: 0.94
8. O=C(C1=C(O)C(=O)N(c2nncs2)C1c1ccccc1F)c1cccs1 (stereo not given)
  NS3h inh CB: -3	Cy5 interf NS3h: 0.98
9. COc1ccc(-c2noc(COc3ccc(C)cc3Br)n2)cc1OC
  NS3h inh CB: 18	Cy5 interf NS3h: 1
10. Cc1ccc(-c2n[nH]c(=S)c3ccccc23)cc1C
  NS3h inh CB: 17	Cy5 interf NS3h: 1

11. CC(/C=N\N1CCN(Cc2ccc(C)cc2)CC1)=C\c1ccco1
  NS3h inh CB: 6	Cy5 interf NS3h: 0.98
12. CC(C)C(Nc1nc2ncn(Cc3ccccc3)c2c(=O)[nH]1)C(=O)O (stereo not given)
  NS3h inh CB: -11	Cy5 interf NS3h: 0.94
13. Cc1cc(Br)cc2c(N=Nc3cccc4cccnc34)c(O)n(C)c12
  NS3h inh CB: 17	Cy5 interf NS3h: 1
14. Cc1onc(-c2ccccc2Cl)c1C(=O)Nc1ccc(O)c(C(=O)O)c1
  NS3h inh CB: -2	Cy5 interf NS3h: 1
15. CC(=O)c1cccc(Nc2ncnc3ccc(C)cc23)c1
  NS3h inh CB: 2	Cy5 interf NS3h: 1.2
16. O=C1/C(=C/c2ccc(O)c([N+](=O)[O-])c2)SC(=S)N1Cc1ccccc1
  NS3h inh CB: 21	Cy5 interf NS3h: 1.1
17. CC(=O)c1cc2ccc([N+](=O)[O-])cc2oc1=O
  NS3h inh CB: 10	Cy5 interf NS3h: 0.87
18. O=C(O)COc1ccc(/C=C2\C(=O)NN(c3ccccc3)C2=O)cc1
  NS3h inh CB: 12	Cy5 interf NS3h: 0.97
19. O=C1C(Nc2ccccc2)=CC(c2ccc(Cl)cc2)N1c1ccccc1 (stereo not given)
  NS3h inh CB: 11	Cy5 interf NS3h: 1.1
20. Cc1nc2ccc(NC(=S)Nc3cccc(C(F)(F)F)c3)cc2nc1C
  NS3h inh CB: 7	Cy5 interf NS3h: 0.94

21. Cc1ccc(OCC(=O)Nc2ccc3c(c2)OCCO3)c(Br)c1
  NS3h inh CB: -22	Cy5 interf NS3h: 1
22. Cc1ccc(C(c2ccc(C)o2)c2cc(Br)cc(Br)c2O)o1
  NS3h inh CB: 11	Cy5 interf NS3h: 0.91
23. CCOC(=O)c1ccc(NS(=O)(=O)c2cc(-c3nnnn3CC)ccc2OC)cc1
  NS3h inh CB: 3	Cy5 interf NS3h: 0.98
24. CC(C)c1ccc(C2C(=C(O)c3ccccc3)C(=O)C(=O)N2CC2CCCO2)cc1 (stereo not given)
  NS3h inh CB: 4	Cy5 interf NS3h: 1.2
25. CC(=O)Nc1ccccc1/C=C/c1ccc2c(C)cc(C)c(O)c2n1
  NS3h inh CB: 0	Cy5 interf NS3h: 0.98
26. COc1ccc(C2CC(=O)C3=C(C2)Nc2ccccc2NC3c2coc3ccc(C)cc3c2=O)cc1 (stereo not given)
  NS3h inh CB: 0	Cy5 interf NS3h: 0.99
27. COc1ccc(NC(=O)c2nn3c(c2Br)NC(c2cccs2)CC3C(F)(F)F)c(OC)c1 (stereo not given)
  NS3h inh CB: 16	Cy5 interf NS3h: 0.96
28. O=C(CSc1nc2ccccc2s1)OCC(=O)c1ccccc1
  NS3h inh CB: -7	Cy5 interf NS3h: 1.1
29. CCN(C(=O)c1cccc(C(=O)N(CC)c2ccccc2C)c1)c1ccccc1C
  NS3h inh CB: -7	Cy5 interf NS3h: 0.94
30. COc1ccc(Oc2coc3cc(OC(=O)c4ccccc4Cl)ccc3c2=O)cc1
  NS3h inh CB: 7	Cy5 interf NS3h: 1

One compound at a time, as listed above. Values in the order: NS3h inh CB	Cy5 interf NS3h
Profile of O=C(CSc1nc2ccccc2s1)OCC(=O)c1ccccc1 : -7	1.1
Profile of CCN(C(=O)c1cccc(C(=O)N(CC)c2ccccc2C)c1)c1ccccc1C : -7	0.94
Profile of Cc1ccc(OCC(=O)Nc2ccc3c(c2)OCCO3)c(Br)c1 : -22	1
Profile of COc1ccc(NC(=O)c2nn3c(c2Br)NC(c2cccs2)CC3C(F)(F)F)c(OC)c1 (stereo not given) : 16	0.96

New compounds follow:
31. C=CCNC(=O)CN(c1ccccc1)S(=O)(=O)c1ccccc1[N+](=O)[O-]
  NS3h inh CB: -1	Cy5 interf NS3h: 1
32. CC1CC(O)N(c2ccccc2)C(=S)N1 (stereo not given)
  NS3h inh CB: 17	Cy5 interf NS3h: 0.77*
33. COc1cc(NC(=O)C(c2ccccc2)c2ccccc2)cc(OC)c1
  NS3h inh CB: 34	Cy5 interf NS3h: 1
34. COc1cccc(OC)c1C(=O)Nc1ccccc1I
  NS3h inh CB: -3	Cy5 interf NS3h: 1.1
35. Cc1c(NC(=O)C(C)Oc2ccccc2)cccc1NC(=O)C(C)Oc1ccccc1 (stereo not given)
  NS3h inh CB: 3	Cy5 interf NS3h: 0.97
36. COc1ccccc1/C=c1/sc2nc(-c3ccc(Cl)cc3Cl)nn2c1=O
  NS3h inh CB: 8	Cy5 interf NS3h: 0.9
37. Cc1ccc(NC(=O)c2ccc(NC(=O)c3ccc(Cl)cc3Cl)cc2)cc1
  NS3h inh CB: 8	Cy5 interf NS3h: 0.96
38. COc1cc(/C=C2/SC(=S)N(CCC(=O)Nc3ccc4c(c3)OCO4)C2=O)cc(OC)c1OC
  NS3h inh CB: 0	Cy5 interf NS3h: 0.98
39. CCOc1cc(/C=C2/SC(=S)N(C)C2=O)ccc1OCCOc1ccccc1C
  NS3h inh CB: 2	Cy5 interf NS3h: 1
40. O=C(CN1C(=O)/C(=C/c2cccc(Br)c2)SC1=S)Nc1cccnc1
  NS3h inh CB: 11	Cy5 interf NS3h: 1.1

41. COc1ccc(CC(=O)Nc2ccc(NC(=O)c3ccc(C(C)(C)C)cc3)cc2)cc1OC
  NS3h inh CB: -13	Cy5 interf NS3h: 1.1
42. c1ccc(Oc2nc(-c3ccncc3)nc3ccccc23)cc1
  NS3h inh CB: -13	Cy5 interf NS3h: 1
43. CCCCCCN1C(=O)C(O)=C(C(C)=O)C1c1ccc(OC)c(OC)c1 (stereo not given)
  NS3h inh CB: -9	Cy5 interf NS3h: 1.1
44. COc1ccc(OCC(=O)N2c3ccccc3CCc3ccccc32)cc1
  NS3h inh CB: 11	Cy5 interf NS3h: 0.91
45. Cc1ccc(-c2nc(N)sc2-c2ccc([N+](=O)[O-])cc2)cc1
  NS3h inh CB: 9	Cy5 interf NS3h: 0.98
46. CC(C)c1ccc(N2C(=O)NC(=O)/C(=C/c3cccc([N+](=O)[O-])c3)C2=O)cc1
  NS3h inh CB: 3	Cy5 interf NS3h: 0.94
47. O=C1NN(c2ccccc2)C(=O)/C1=C/c1ccc(OCCOCCOc2ccccc2)cc1
  NS3h inh CB: 7	Cy5 interf NS3h: 1
48. O=C(Nc1ccccc1)Nc1nnc(COc2ccc(F)cc2)s1
  NS3h inh CB: 21	Cy5 interf NS3h: 0.97
49. Cc1cc(C)c(S(=O)(=O)Nc2cc([N+](=O)[O-])ccc2C)c(C)c1
  NS3h inh CB: 16	Cy5 interf NS3h: 1
50. CCOc1ccccc1NC(=O)c1cccc([N+](=O)[O-])c1
  NS3h inh CB: 17	Cy5 interf NS3h: 1.1

3 entries already listed, ordered by the number in NS3h inh CB, falling:
item | SMILES | NS3h inh CB
49 | Cc1cc(C)c(S(=O)(=O)Nc2cc([N+](=O)[O-])ccc2C)c(C)c1 | 16
47 | O=C1NN(c2ccccc2)C(=O)/C1=C/c1ccc(OCCOCCOc2ccccc2)cc1 | 7
41 | COc1ccc(CC(=O)Nc2ccc(NC(=O)c3ccc(C(C)(C)C)cc3)cc2)cc1OC | -13

Part of the list above, reformatted:
46: CC(C)c1ccc(N2C(=O)NC(=O)/C(=C/c3cccc([N+](=O)[O-])c3)C2=O)cc1
47: O=C1NN(c2ccccc2)C(=O)/C1=C/c1ccc(OCCOCCOc2ccccc2)cc1

| assay / compound | 46 | 47 |
| --- | --- | --- |
| NS3h inh CB | 3 | 7 |
| Cy5 interf NS3h | 0.94 | 1 |

Further compounds follow:
51. Nc1nnc(-c2ccc(C(=O)O)cc2)s1
  NS3h inh CB: 1	Cy5 interf NS3h: 1.1
52. CC(=O)Oc1ccc(-c2cccc(C(=O)Nc3ccccc3Cl)c2)cc1
  NS3h inh CB: 16	Cy5 interf NS3h: 1
53. COc1ccc(C(=O)CSc2ncn[nH]2)cc1
  NS3h inh CB: 12	Cy5 interf NS3h: 1
54. COc1ccc(/C=C/C(=O)Nc2ccccc2O)cc1
  NS3h inh CB: 2	Cy5 interf NS3h: 0.93
55. O=C1/C(=C\c2ccc([N+](=O)[O-])cc2)SC(=S)N1c1cccc(C(F)(F)F)c1
  NS3h inh CB: -4	Cy5 interf NS3h: 1.1
56. Cc1ccc(S(=O)(=O)N2CCSC2c2ccc(Br)cc2)cc1[N+](=O)[O-] (stereo not given)
  NS3h inh CB: 2	Cy5 interf NS3h: 1.1
57. Cc1ccc(NC(=S)NC(=O)c2ccco2)c(C)c1
  NS3h inh CB: -5	Cy5 interf NS3h: 1
58. COc1ccccc1CNC(=O)C(=O)Nc1ccccc1C
  NS3h inh CB: 3	Cy5 interf NS3h: 1.1
59. COc1ccc(C2Nc3ccccc3C(=O)N2Cc2ccco2)cc1COc1ccc(Cl)cc1 (stereo not given)
  NS3h inh CB: 0	Cy5 interf NS3h: 0.97
60. Cc1cccc(NC(=O)/C(=C\c2cccs2)NC(=O)c2cccs2)c1
  NS3h inh CB: -10	Cy5 interf NS3h: 0.9

In the list so far, these contain fluorine:
4. CCN(CC)c1ccc(C(=O)Nc2cccc(F)c2)cc1
  NS3h inh CB: 10	Cy5 interf NS3h: 0.97
8. O=C(C1=C(O)C(=O)N(c2nncs2)C1c1ccccc1F)c1cccs1 (stereo not given)
  NS3h inh CB: -3	Cy5 interf NS3h: 0.98
20. Cc1nc2ccc(NC(=S)Nc3cccc(C(F)(F)F)c3)cc2nc1C
  NS3h inh CB: 7	Cy5 interf NS3h: 0.94
27. COc1ccc(NC(=O)c2nn3c(c2Br)NC(c2cccs2)CC3C(F)(F)F)c(OC)c1 (stereo not given)
  NS3h inh CB: 16	Cy5 interf NS3h: 0.96
48. O=C(Nc1ccccc1)Nc1nnc(COc2ccc(F)cc2)s1
  NS3h inh CB: 21	Cy5 interf NS3h: 0.97
55. O=C1/C(=C\c2ccc([N+](=O)[O-])cc2)SC(=S)N1c1cccc(C(F)(F)F)c1
  NS3h inh CB: -4	Cy5 interf NS3h: 1.1

The list goes on.
61. CC1(C)CC(=O)C2=C(C1)NC1=C(C(=O)CC(C)(C)C1)C2c1ccc(Br)cc1
  NS3h inh CB: 12	Cy5 interf NS3h: 1.1
62. O=C1C/C(=C/Nc2ccccc2)C(=O)N1
  NS3h inh CB: 6	Cy5 interf NS3h: 1
63. CCOc1ccc(S(=O)(=O)n2ccnc2C(C)C)c2ccccc12
  NS3h inh CB: 5	Cy5 interf NS3h: 0.92
64. Cc1cn(S(=O)(=O)c2ccc(Cl)cc2)cn1
  NS3h inh CB: 2	Cy5 interf NS3h: 1
65. O=C(O)CCCCCN1C(=O)C(O)=C(C(=O)/C=C/c2ccccc2)C1c1ccccc1[N+](=O)[O-] (stereo not given)
  NS3h inh CB: 2	Cy5 interf NS3h: 1.1
66. O=C(O)CSc1nnc(C2COc3ccccc3O2)n1-c1ccccc1 (stereo not given)
  NS3h inh CB: 8	Cy5 interf NS3h: 0.9
67. COc1cc(/C=C2/SC(=S)N(CC(=O)O)C2=O)ccc1OC(=O)c1cccc(C)c1
  NS3h inh CB: 29	Cy5 interf NS3h: 0.94

Screens: PubChem BioAssay, Milwaukee Institute for Drug Discovery
